Assay outcomes (PubChem BioAssay)
RGS4 inhibitor – Inhibitors of Regulator of G Protein Signaling (RGS) 4: qHTS. Regulator of G-protein signaling 4 (Homo sapiens), P49798. Transcreener GDP fluorescence polarization, RGS4-accelerated GTP hydrolysis. Potency, µM (series often up to 114 µM), for the others: top-dose activity change, negative = inhibition, hits mostly inhibitors. actives 0.039% (n = 390,000); also: potency is read from the fitted curve at half-maximal effect; % is scaled to controls: 0 for no effect and ±100 for the full control effect; nearly all actives have a fitted effect of over 75% in size; some results filed as inactive show a strong effect at the top dose
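MLSMR compounds (23 nl, pin-transferred) preincubated 10 min at room temperature with a 500nM (2x) first reagent, then RGS4 at 900nM (2x) plus Transcreener GDP mix added; fluorescence polarization (620/688 nm) read before and after 90 min at 30 °C.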
12-LOX inh – Primary qHTS assay for inhibitors of human arachidonate 12S-lipoxygenase (ALOX12): Round 2. actives 1.1% (n = 580,000). Polyunsaturated fatty acid lipoxygenase ALOX12 (Homo sapiens), P18054. purified 12hLO, xylenol orange hydroperoxide absorbance. Potency, µM (top dose mostly 108 µM), for the others: top-dose activity change, negative = inhibition, most hits filed as inhibitors. AID 1671190, 2021; also: potency is read from the fitted curve at half-maximal effect; % is scaled to controls: 0 for no effect and ±100 for the full control effect
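Purified human 12hLO (150 nM final) in 25 mM Hepes, 0.01% Triton X-100, pH 7.0 was preincubated 15 min at room temperature with compound. Then 40 uM arachidonic acid was added, 30 min. Hydroperoxide was read by Fe-XO absorbance ratio 573/405 nm.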
G9a inh – qHTS Assay for Inhibitors of Histone Lysine Methyltransferase G9a; G9a H3K9 monomethylation, AlphaScreen, 2 h; Histone-lysine N-methyltransferase EHMT2 (Homo sapiens), Q96KQ7; actives 8.8% (n = 350,000); Potency, µM (titrated, usually from 102 µM), for inactives: top-dose activity, negative = inhibition, hits mostly inhibitors; also: potency is read from the fitted curve at half-maximal effect; % is scaled to controls: 0 for no effect and ±100 for the full control effect; nearly all actives have a fitted effect of over 75% in size
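AlphaScreen detection with an anti-monomethyl H3K9 antibody quantified product after a 2 h room-temperature reaction containing 500 nM biotinylated H3K9 peptide, 20 µM SAM and 20 nM enzyme, which had been preincubated 15 min with compound.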
BAZ2B block – qHTS Assay for Inhibitors of BAZ2B; AlphaScreen BAZ2B-H3K14Ac peptide displacement; Potency, µM (doses to about 114 µM), for the others: at the highest dose activity change, negative = inhibition, usual class: inhibitors; Bromodomain adjacent to zinc finger domain protein 2B (Homo sapiens), Q9UIF8; actives 4.4% (n = 360,000); also: potency is read from the fitted curve at half-maximal effect; % is scaled to controls: 0 for no effect and ±100 for the full control effect; nearly all actives have a fitted effect of over 60% in size
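BAZ2B 50 nM plus b-H3(5-23)K14Ac 50 nM, PBS pH 7.4/0.01% Tween-20, 30 min RT; compound added (max 110 uM), 30 min RT; streptavidin donor/Ni-chelate acceptor beads 10 ug/mL final, 20 min dark; AlphaScreen read.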
GLS inh – qHTS for Inhibitors of Glutaminase (GLS); Glutaminase kidney isoform, mitochondrial (Homo sapiens), O94925; GLS enzymatic activity, qHTS titration; Potency, µM (doses to about 45.5 µM), without a hit: top-dose activity change, negative = inhibition, actives largely listed as inhibitors; actives 0.21% (n = 410,000); also: potency is read from the fitted curve at half-maximal effect; % is scaled to controls: 0 for no effect and ±100 for the full control effect
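hKGA in 45 mM KH2PO4 pH 8.2, 0.02% Tween-20 with pin-transferred compounds; 1 mM L-glutamine (stock) plus glutamate oxidase/HRP/Amplex Red coupling added. Fluorescence read initially and after 30 min at RT.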
HP1b chromo inh – HTS for Inhibitors of HP1-beta Chromodomain Interactions with Methylated Histone Tails | Chromobox protein homolog 1 (Homo sapiens), P83916 | AlphaScreen HP1-beta / biotin-H3K9me3 peptide binding | Potency, µM (highest dose often 114 µM), without a hit: at the top dose activity change, negative = inhibition, hits mostly inhibitors | actives 0.56% (n = 390,000) | AID 540317, 2011; also: potency is read from the fitted curve at half-maximal effect; nearly all actives have a fitted effect of over 70% in size; inactives centre near 23
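AlphaScreen: HP1-beta (50 nM) preformed 30 min with biotin-H3(1-18)K9me3 peptide (50 nM) in PBS pH 7.4, 0.01% Tween-20. Compound added for 30 min at RT, then streptavidin donor/nickel chelate acceptor beads (10 ug/mL) for 30 min.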
PI4K2A inh – qHTS for small molecular inhibitors of PI4K2A. actives 0.13% (n = 420,000). activity change, negative = inhibition, % at 76.9 µM. Phosphatidylinositol 4-kinase type 2-alpha (Homo sapiens), Q9BTU6. purified PI4K2A, ADP-Glo luminescence, 1 h; active compounds read low; in the data active = activity change below about -50%; inconclusive = mostly about -30% to -49%;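 also: -100% = wells without enzyme as full effect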
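ADP-Glo luminescence measured ADP generated by PI4K2A enzyme (4 ug/mL before mixing) with 1.2 mM PI substrate (pre-mix) and 300 microM ATP (pre-mix). Tris pH7.5 buffer with MgCl2, Triton X-100; 1 h reaction at ambient temperature.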
JMJD2A Tudor inh – qHTS Assay for Inhibitors of JMJD2A-Tudor Domain; Potency, µM (titrated, usually from 114 µM), for the others: at the top dose activity change, negative = inhibition, actives largely listed as inhibitors; actives 4.4% (n = 390,000); AlphaScreen JMJD2A-Tudor / H3K4me3 peptide binding; also: potency is read from the fitted curve at half-maximal effect; % is scaled to controls: 0 for no effect and ±100 for the full control effect; nearly all actives have a fitted effect of over 50% in size
ERG-DNA inh – qHTS for Small Molecule Inhibitors of the ERG Ets/DNA interaction; actives 0.028% (n = 370,000); Transcriptional regulator ERG (Homo sapiens), P11308; Potency, µM (top dose mostly 76.9 µM), without a hit: at the top dose FP activity, negative = inhibition, hits mostly inhibitors; AID 624246, 2012; fluorescence polarization, His-ERG Ets domain / labelled DNA; active = well fitted inhibition curve with a large enough effect in the polarisation, with a control signal flat; inconclusive = small, poorly fitted or top-dose-only effect, or effect the other way, or a change in a side signal; inactive = no such curve, though single readings can be large or run the other way; the % refers to the polarisation;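 also: polarization taken with two DNA probes labelled with fluorescein and Texas red; potency is read from the fitted curve at half-maximal effect; % of control where 0% means no effect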
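His-tagged ERG Ets domain (1 uM in the protein solution; 300mM KCl, 50mM Tris-HCl, 1mM EDTA, 1mM DTT, pH 7.5) received compound, then a probe mix of 5 nM fluorescein-DNA and 100nM Texas-615-DNA. Fluorescence polarization was read for both dyes.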
* marks the source's active call; other numbers are inactive results; u = inconclusive; x = not tested or not shown; & = joins results of further samples; [ ] = remark or other dose. Unless noted, calls follow the shape of the dose curve; as a rule, active = well fitted curve in the direction sought with a large enough effect; inconclusive = small, poorly fitted or top-dose-only effect, or another doubt; inactive = no such curve, though single readings can be large; an effect the other way counts as inactive or inconclusive. The list is partial (hit frequency here may not be typical).

SMILES | RGS4 inhibitor | 12-LOX inh | G9a inh | BAZ2B block | GLS inh | HP1b chromo inh | PI4K2A inh | JMJD2A Tudor inh | ERG-DNA inh
NC(=O)c1cc2ccc(O)cc2oc1=Nc1ccccc1 | 3%[11.4 µM] | 0% | -19% | u | 54%[activator] | -5% | -21 | 1%[11.4 µM] | u
O=C(NNc1nc(=O)c2cccnc2s1)c1ccccc1O | u | 6% | 50µM* | x | 0% | -5% | 13 | 50µM* | -8%
N/C(=N\OC(=O)/C=C/c1ccc(Br)cc1)c1ccccn1 | -32% | -20% | 4%[59 µM] | -27% | -4% | 18% | -17 | -14% | 4%
O=C(Cc1ccccc1)Nc1ccccc1CO | -2% | -3% | -11%[12.7 µM] | -16% | -5% | 52% | 4 | 3% | 14%
CCOC(=O)c1c(C)[nH]c(C(=O)OCC(=O)Nc2cc(C)ccc2OC)c1C | 18% | -12% | 0%[12.7 µM] | -3% | -2% | 28% | 2 | -5% | -10%
Cc1cnc(NC(=O)CSc2ncn(-c3ccccc3)n2)s1 | -19% | -12% | -20%[59 µM] | 18% | -4% | 25% | 0 | -1% | 3%
O=C(CCNC(=O)OCC1c2ccccc2-c2ccccc21)NOCc1ccccc1 | 2% | -1% | x | x | -2% | 65%[activator] | 0 | 12% | 8%
CCNC(=O)/C(C#N)=C/c1c(N2CCCCCC2)nc2c(C)cccn2c1=O | -1% | 33%[activator] | 4%[2.33 µM] | -18% | 0% | -9% | 4 | -29% | 8%
O=C(COC(=O)C1(c2ccccc2)CC1)N1CCN(c2ccc(F)cc2)CC1 | -50% | 0% | -1%[12.7 µM] | -8% | 9% | -7% | 4 | u | 0%
COc1cc2c(cc1NC(=O)C(C)Sc1ccc(C)cc1)oc1ccccc12 (stereo not drawn) | 14% | 8% | x | 4% | 5% | 44%[activator] | 2 | 18% | x
O=c1c2ccccc2oc2cc(Br)ccc12 | 8% | -7% | x | x | -5% | 42%[activator][57 µM] | 0 | 10% | 9%
COc1ccc(C)cc1NC(=O)Cn1cc(S(=O)(=O)N2CCC(C)CC2)c2ccccc2c1=O | 1% | -11% | -23%[59 µM] | -19% | -6% | 23% | -7 | -19% | 2%
CSCCC(NC(=O)c1ccccc1Cl)C(=O)N1CCCCCCC1 (stereo not drawn) | 14% | 0% | 16%[12.7 µM] | 7% | -4% | 31% | -2 | 2% | 17%
N#Cc1cc2c(nc1SCC(=O)Nc1sc3c(c1C#N)CCC3)CCCCCC2 | -18%[56.9 µM] | -24% | u | -1% | 12% | 32% | 2 | -21%[57.1 µM] | 5%
O=C(NCc1n[nH]c(=S)n1-c1ccc(Cl)c(Cl)c1)c1ccc(S(=O)(=O)N2CCOCC2)cc1 | -27% | -9% | 8.9µM* | -16% | 7% | 27% | -2 | -22% | -4%
COc1ccc2cc(CN(CCO)C(=O)c3ccccc3F)c(=O)[nH]c2c1 | -2% | -9% | 6%[12.7 µM] | -3% | 9% | 44% | 5 | -6% | 1%
COc1ccc(NC(=O)COc2cc(O)c3c(c2)OC(C)(C)CC3=O)cc1 | 3% | 38%[activator] | 27% | u | 2% | 28% | 2 | -12% | 9%
CC(=O)Nc1ccc(NC(=O)c2ccccc2N(C)S(C)(=O)=O)cc1 | 6% | 16% | 3%[12.7 µM] | -6% | 3% | 32%[activator] | 3 | -4% | -15%
CCN(Cc1ccccc1)C(=O)Cn1c(=O)n(-c2cccc(C)c2)c(=O)c2c1c1cc(OC)ccc1n2C | -5% | 0% | 4%[59 µM] | 5% | 2% | 40%[activator] | 1 | 12% | 2%
CCOC(=O)c1cccc(NC(=O)CCNS(=O)(=O)c2cccc3nonc23)c1 | 6%&-2% | -11%&-6% | 8% | -1%&3% | -5%&-1% | 16%&20% | 2&-1 | -16%&2% | -8%&-9%

Reformatted as tab-separated lines: entries from further up
SMILES	RGS4 inhibitor	12-LOX inh	G9a inh	BAZ2B block	GLS inh	HP1b chromo inh	PI4K2A inh	JMJD2A Tudor inh	ERG-DNA inh
N/C(=N\OC(=O)/C=C/c1ccc(Br)cc1)c1ccccn1	-32%	-20%	4%[59 µM]	-27%	-4%	18%	-17	-14%	4%
COc1cc2c(cc1NC(=O)C(C)Sc1ccc(C)cc1)oc1ccccc12 (stereo not drawn)	14%	8%	x	4%	5%	44%[activator]	2	18%	x

A few values from the list:
Value of NC(=O)c1cc2ccc(O)cc2oc1=Nc1ccccc1 in G9a inh: -19%
Value of COc1ccc2cc(CN(CCO)C(=O)c3ccccc3F)c(=O)[nH]c2c1 in JMJD2A Tudor inh: -6%
Value of O=C(Cc1ccccc1)Nc1ccccc1CO in G9a inh: -11%[12.7 µM]
Value of CCOC(=O)c1c(C)[nH]c(C(=O)OCC(=O)Nc2cc(C)ccc2OC)c1C in PI4K2A inh: 2
Value of N#Cc1cc2c(nc1SCC(=O)Nc1sc3c(c1C#N)CCC3)CCCCCC2 in PI4K2A inh: 2

Carrying on:
SMILES | RGS4 inhibitor | 12-LOX inh | G9a inh | BAZ2B block | GLS inh | HP1b chromo inh | PI4K2A inh | JMJD2A Tudor inh | ERG-DNA inh
CCCS(=O)(=O)c1c(S(=O)(=O)CCC)c2c(N)cccn2c1C(=O)c1ccc(Br)cc1 | -51% | 6.3µM* | 11µM* | -39% | -3% | -6% | -12 | u | 3%
CC(=O)c1cccc(Nc2nc(-c3ccccc3)nc3ccccc23)c1 | 12% | u | 50µM* | -1% | 21% | 2% | -7 | -22% | 2%
N#CCc1ccc(NC(=O)c2ccc(CN3CCc4ccccc4C3)cc2)cc1 | 7% | 0% | u | 6% | 8% | 51%[activator] | 0 | -8% | -1%
Cc1ccccc1N1CC(O)(c2ccccc2)[N+]2=C1SCC2 (stereo not drawn) | -5% | u | 32µM* | 5% | -2% | 59%[activator] | -1 | -11% | -3%
CC1C(C)N(C(=O)CCl)c2ccccc2N1C(=O)CCl (stereo not drawn) | 23% | -15% | x | x | -1% | -5% | 6 | 28µM* | 14%
Cc1ccc(-c2nn(C)c(=O)c3ccccc23)cc1S(=O)(=O)NCCN(C)C | 25% | -3% | u | -26% | 8% | -10% | 0 | -7% | 1%
CS(=O)(=O)N1CCCC(C(=O)NCCCN2CCOCC2)C1 (stereo not drawn) | -11% | 5% | -4% | -2% | -3% | 37% | -1 | -11% | x
O=C(CSc1nnc2c(Cl)cc(C(F)(F)F)cn12)Nc1ccc2c(c1)OCO2 | 16% | -13% | -25% | 2% | -3% | 15% | -8 | -7% | -6%
COc1ccc(NS(=O)(=O)c2cccc(C(=O)N3CCN(c4ccccc4O)CC3)c2)cc1 | -7% | 3% | u | -23% | 24% | 2% | 1 | -24% | -1%
O=C(Nc1ccccn1)c1sc2cc([N+](=O)[O-])ccc2c1Cl | u | u | 1.6µM* | u | -10% | -33% | -3 | 56µM* | -6%
CS(=O)(=O)C1=C(O)C(=O)N(c2ccccc2)C1c1ccccc1 (stereo not drawn) | 12% | u | -24%[59 µM] | 0% | 7% | 40% | -5 | -11% | 1%
CCOc1ccc(/C=C/C(=O)OCC(=O)NCCc2ccc(OCC)c(OCC)c2)cc1OC | 17% | -15% | 13% | 5% | 1% | 4% | -2 | -20% | -4%
Cc1ccc(-n2nnc3c(=O)n(CC(=O)N4CCCC4)cnc32)cc1 | -14% | 8% | -8% | -2% | 6% | 16% | -2 | -9% | 3%
COC(=O)c1cc2c(ccn2-c2ccc(F)cc2)n1CC(=O)OC(C)C | -15%[56.9 µM] | -17% | x | -16% | -13% | 55%[activator] | 0 | u | -10%
COc1ccc(NC(=O)CCNS(=O)(=O)c2ccc3c(c2)c(=O)n(C)c(=O)n3C)cc1OC | 1% | -8% | 4% | -16% | -3% | 16% | -2 | -16% | -5%
CC(C)C(=O)O/N=C1\CCS(=O)(=O)c2sccc21 | -5% | 10% | u | -3% | -11% | 9% | 4 | -9% | -16%
CCCn1c(N)c(C(=O)COC(=O)/C=C/c2ccc(OC(F)F)c(OC)c2)c(=O)[nH]c1=O | 4% | u | x | x | -12% | 20% | -2 | -6% | -14%
CCOC(=O)C1CCC(CN(Cc2cccc(Br)c2)S(=O)(=O)c2ccc(C)cc2)CC1 (stereo not drawn) | 19% | -12% | 46%[activator][59 µM] | -10% | -2% | 42%[activator] | 1 | 3% | -7%
Cc1cc(=O)oc2cc(OCC3CC(c4ccccc4Cl)=NO3)ccc12 (stereo not drawn) | -17% | 8% | 35%[12.7 µM] | 4% | -10% | 22% | 5 | -9% | 5%
